# Screening data (PubChem)
# DAX1 inh-1: inhibitors of DAX1 repression of SF-1 activated StAR promoter; actives 1.1% (n = 370,000); HEK293T StAR-luciferase reporter, SF-1/DAX-1 repression relief; inhibition, % at 6.8 µM; AID 652010;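 active = inhibition above the mean over all tested compounds plus 3 SD, cut at about 3.6% in these data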;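 note: 0% = DAX-1 cells with DMSO and 100% = cells lacking DAX-1 with DMSO; higher inhibition means more luminescence from relief of DAX-1 repression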
# ssDAF12 agonist: activators of S. stercoralis DAF-12 nuclear receptor | HEK293 ssDAF-12/GRIP1 lit1-tk-luc reporter, luminescence; % of 3 µM dafachronic acid response | actives 1% (n = 370,000) | AID 652126 | activation, % at 6.8 µM;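 active = activation above the mean over all tested compounds plus 3 SD, cut at about 0.9% in these data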;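 note: 0% = DMSO-only wells and 100% = 3 µM delta7-dafachronic acid wells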
# HGIII-sPLA2 inh: Inhibits HGIII-sPLA2 liposome hydrolysis, primary screen | Q9NZ20 | QFRET BODIPY PC-A2 liposome hydrolysis, fluorescence | inhibition, % at 12.2 µM | actives 0.56% (n = 370,000);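 active = inhibition above mean plus 3 SD of compounds lying within the high and low control bounds, cut at about 19% in these data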;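 note: 0% = median of test compound wells and 100% = no enzyme DMSO wells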
# hcDAF-12 act: H. contortus DAF-12 activation, primary screen. HEK293 hcDAF-12 lit1-tk-luc reporter, luminescence; 0% DMSO, 100% Δ7-dafachronic acid. activation, % at 6.8 µM. actives 1.4% (n = 370,000). AID 652067;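 active = activation above the mean of all tested compounds plus 3 SD, cut at about 5.5% in these data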;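 note: 100% = response to 3 µM Δ7-dafachronic acid high control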
# PLC-gamma1 inh: PLC-gamma1 (human) inhibition, primary screen | P19174 | actives 0.84% (n = 370,000) | inhibition, % at 12.2 µM | purified PLC-gamma1, fluorogenic substrate, fluorescence; in the data active = inhibition above about 9.5%
# ADAM17 inh: ADAM17 inhibition, QFRET primary screen; P78536; recombinant ADAM17, EDANS/DABCYL FRET peptide cleavage; inhibition, % at 6.95 µM; actives 0.83% (n = 370,000); AID 720648;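 active = inhibition above the mean of compounds lying between control limits plus 3 SD, set per campaign, cut at about 8.5% in these data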;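 note: 0% = DMSO-only wells as the low control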
# Target sequence (P78536 215-824 limits assumed): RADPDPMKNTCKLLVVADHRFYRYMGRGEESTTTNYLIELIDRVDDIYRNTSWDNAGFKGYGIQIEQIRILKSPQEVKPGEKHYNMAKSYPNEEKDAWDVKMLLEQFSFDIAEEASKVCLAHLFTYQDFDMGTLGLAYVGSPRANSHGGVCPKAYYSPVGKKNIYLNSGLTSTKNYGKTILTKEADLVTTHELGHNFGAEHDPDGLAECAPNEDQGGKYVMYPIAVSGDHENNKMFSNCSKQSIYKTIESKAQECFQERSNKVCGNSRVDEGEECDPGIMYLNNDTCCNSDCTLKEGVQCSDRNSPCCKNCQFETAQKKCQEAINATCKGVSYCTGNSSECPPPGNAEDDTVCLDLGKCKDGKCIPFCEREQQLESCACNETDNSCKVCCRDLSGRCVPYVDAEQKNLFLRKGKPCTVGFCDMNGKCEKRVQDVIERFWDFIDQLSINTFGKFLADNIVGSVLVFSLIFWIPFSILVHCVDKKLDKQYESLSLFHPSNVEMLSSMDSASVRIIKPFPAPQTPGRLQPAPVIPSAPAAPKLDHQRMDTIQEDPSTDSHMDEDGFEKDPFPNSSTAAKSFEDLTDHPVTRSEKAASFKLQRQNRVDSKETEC
# DAX1 inh-2: inhibits human nuclear receptor DAX1; P51843; HEK293 Gal4-DAX1 luciferase reporter, luminescence; inhibition, % at 6.75 µM; actives 0.99% (n = 340,000); AID 504766;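 active = inhibition above the mean over all tested compounds plus 3 SD, cut at about 4.2% in these data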;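 note: 0% = DAX1-transfected cells with DMSO and 100% = empty-vector control cells with DMSO; inhibition shows as a rise in luminescence from relieved DAX1 repression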
# Target sequence (P51843 207-470 limits assumed): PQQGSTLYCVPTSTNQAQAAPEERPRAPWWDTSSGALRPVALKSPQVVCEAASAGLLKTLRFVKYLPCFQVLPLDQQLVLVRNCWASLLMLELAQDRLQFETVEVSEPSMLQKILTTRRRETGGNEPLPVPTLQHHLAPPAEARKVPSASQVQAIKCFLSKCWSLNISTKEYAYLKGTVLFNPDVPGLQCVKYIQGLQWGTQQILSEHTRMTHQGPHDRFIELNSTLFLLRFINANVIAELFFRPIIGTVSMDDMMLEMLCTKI
# GAA850 FXN act: frataxin GAA850 promoter activation; activation, % at 6 µM; AID 540364; actives 0.56% (n = 360,000); HEK293 lucGAA850 FXN promoter luciferase reporter, 24 h; percent of 10 µM SAHA response;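 active = activation above the average of all compounds screened plus 3 SD, cutoff fixed separately per campaign, cut at about 7.5% in these data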;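 note: 0% = DMSO wells and 100% = 10 µM SAHA wells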
# hgDAF-12 ag: activates the H. glycines DAF-12 receptor ligand-binding domain; activation, % at 6.8 µM; actives 1.8% (n = 370,000); AID 687014; HEK293 GAL4-hgDAF12 UAS-luciferase reporter, agonist luminescence; normalized to butyrate control;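 active = activation above a cutoff set at the mean of all screened compounds plus 3 SD, cut at about 10% in these data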;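 note: 0% = DMSO wells and 100% = sodium butyrate wells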
# PLC-beta3 inh: PLC-beta3 (human) inhibition, primary screen; Purified PLC-beta3, fluorogenic substrate, fluorescence; AID 720704; inhibition, % at 12.2 µM; Q01970; actives 0.18% (n = 370,000); in the data active = inhibition above about 11%;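 note: 0% = median of compound wells on plate and 100% = full blocker control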
# ADAM10 inh: ADAM10 inhibition, QFRET primary screen | O14672 | recombinant ADAM10, EDANS/DABCYL FRET peptide cleavage, 3 h | inhibition, % at 7 µM | actives 0.62% (n = 370,000) | AID 720582;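 active = inhibition above a per-campaign cutoff equal to the mean of compounds falling between control-based bounds plus 3 SD, cut at about 20% in these data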;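 note: 0% = DMSO wells while the 100% control is not disclosed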
# An asterisk follows results filed as active; i = inactive; nt = no result given.
SMILES,DAX1 inh-1,ssDAF12 agonist,HGIII-sPLA2 inh,hcDAF-12 act,PLC-gamma1 inh,ADAM17 inh,DAX1 inh-2,GAA850 FXN act,hgDAF-12 ag,PLC-beta3 inh,ADAM10 inh
COc1cc(C(C#N)N2CCCCC2)ccc1O (centres undefined),-0.5,-0.7,5.8,-0.6,5.8,1.7,-0.6,-0.1,1.3,2.0,1.9
Cc1ccccc1OCC(=O)Nc1ccccc1CO,0.2,-0.6,-0.5,1.1,3.0,-1.8,1.1,-2.4,0.9,0.6,3.0
O=C(CN1C(=O)NC2NC(=O)NC21)NN=C1CCCC1 (centres undefined),0.3,-1.1,-2.4,1.4,-1.1,0.2,0.1,2.2,-1.4,1.8,-1.7
CCc1sc(C(=O)NC(C)C2CCCO2)cc1Br (centres undefined),0.1,-0.9,0.3,0.7,0.2,-3.6,0.2,3.2,-1.1,-4.2,2.3
O=C(Cc1ccccc1)Nc1ccc(NC(=O)c2ccco2)nc1,-1.4,-0.8,-7.1,0.0,0.4,-4.3,0.4,6.5,8.8,0.5,2.4
Cc1ccc(Oc2ncccc2C(=O)NCC(=O)O)cc1,-0.5,-0.6,1.8,0.5,8.8,0.2,1.9,-1.1,-0.2,-3.5,8.0
CC1(C)c2ssc(=S)c2-c2ccccc2N1C(=O)c1ccco1,-0.2,-0.7,5.1,-0.3,-0.5,-3.6,0.0,-2.0,0.3,1.0,-5.0
CC(C)CN(C(=O)COC(=O)c1ccc(-c2ccccc2)cc1)C1CCS(=O)(=O)C1 (centres undefined),0.8,-1.4,-5.5,-0.7,3.4,0.3,1.3,1.4,-0.5,-4.7,6.6
COC(=O)c1c(NC(=O)C2CCCCC2)sc2c1CCN(C(C)C)C2,-1.2,-1.8,3.8,1.8,0.1,-7.0,0.5,0.7,-3.7,-0.1,-13.2
O=C(CSc1nc2ccccc2[nH]1)Nc1ccc(F)c(F)c1,-0.4,-0.9,-32.2,-1.0,7.0,10.1*,-0.5,0.3,-2.6,4.7,21.4*
CCCCc1nnc(NC(=O)CSc2nc(=O)cc(N)n2-c2cccc(C)c2)s1,-0.7,-1.1,-4.3,-0.8,0.6,-4.7,1.8,-0.1,1.6,1.4,-1.3
N/C(=N/O)c1nc(N2CCCC2)nc(N2CCCC2)n1,-0.2,-1.1,-8.8,-0.3,-0.3,-1.1,0.3,-1.0,-1.3,-3.4,-4.3
Cc1ccc(S(=O)(=O)/N=C(\N)Nc2nc(C)c3ccccc3n2)cc1,0.0,-1.8,-11.9,-3.2,4.4,4.0,-1.8,3.1,0.2,0.2,-5.4
O=[N+]([O-])c1ccc(Sc2nnnn2-c2ccccc2)c(Cl)c1,-2.2,-1.1,-2.2,-1.8,-0.6,-2.8,-1.4,1.5,0.6,-3.3,-3.1
CCCn1nc(C(=O)Nc2nc3ccccc3[nH]2)c2ccccc2c1=O,-1.2,-2.0,3.3,-2.5,2.6,1.9,-1.6,-0.9,-0.2,-0.7,4.1
Cc1cccc(S(=O)(=O)NC(=O)C2(C)CCN2C(=O)c2sccc2C)c1 (centres undefined),0.5,-0.8,-0.6,0.8,-1.1,-1.9,nt,-0.5,4.6,2.1,3.9
c1ccc(-c2cc3c(N4CCN(c5ncccn5)CC4)ncnc3s2)cc1,0.5,-1.8,1.2,0.7,-31.3,-6.8,0.2,2.5,4.7,-34.9,-15.8
COC(=O)C1CN(C(=O)C(C)Oc2ccc(F)cc2)c2ccccc2O1 (centres undefined),-0.5,-0.6,3.4,-1.0,4.5,-1.1,0.2,0.0,-0.1,-2.9,-5.1
O=C(NCc1ccccn1)[C@@H]1C[C@H]1[C@@H](NP(=O)(c1ccccc1)c1ccccc1)c1ccccc1,0.1,-1.2,5.6,-1.6,1.5,-2.5,2.7,-3.0,-1.1,0.8,-5.8
Cc1cc2cc(CN(C(=O)C3CC3)C3CCCC3)c3nnnn3c2cc1C,0.3,-0.2,3.6,-0.9,0.9,-5.5,1.9,-3.3,0.5,-0.8,5.2
COc1ccc(N2CCN(C(c3cc4cc(C)ccc4[nH]c3=O)c3nnnn3Cc3ccccc3)CC2)cc1 (centres undefined),-0.3,-1.3,-12.4,0.3,-3.8,-2.4,-0.7,-7.8,0.2,-6.5,-11.5
O=C(O)c1ccc(OC(F)(F)C(F)C(F)(F)F)cc1 (centres undefined),-0.1,-1.3,5.5,-0.3,-2.8,-5.8,0.2,-1.4,-0.2,2.0,-5.7
CC(C)Oc1ccc(C(=O)Nc2ccc(S(=O)(=O)N3CCN(C)CC3)cc2)cc1,-0.7,-1.6,-6.9,-2.7,0.3,-3.4,-2.3,-1.7,-1.4,-7.2,4.3
CC(C)C[C@H]1CNC(=O)C(=O)N1CC1CCN(CCC(C)c2ccccc2)CC1 (some centres undefined),1.2,-1.3,-8.2,-0.8,-0.1,-2.6,nt,nt,-2.5,1.8,-1.8
CCCn1nc2cc(C(=O)NCc3ccc(C)cc3)ccc2c1OCC,0.3,-1.2,-1.3,-1.1,-301.9,-216.8,-0.4,1.0,0.9,-468.3,i
O=C(/C=C/c1ccc([N+](=O)[O-])cc1)Nc1cccc(C(=O)Nc2ccccc2C(=O)O)c1,0.0,-0.6,-16.9,-3.3,3.9,2.4,-1.0,1.4,-0.4,-4.5,3.1
CCc1ccccc1NC(=O)CC1SCCNC1=O (centres undefined),0.9,-1.2,6.5,-2.7,11.0*,2.6,-0.1,1.8,-3.6,2.9,10.3
CCCOC(=O)c1ccc2c(c1)C(=O)N(c1ccccc1)C2=O,0.0,-1.1,5.9,0.6,-1.6,-4.9,-0.6,-0.7,1.4,0.3,2.0
COc1ccccc1-c1oc2ccccc2c1C#CCO,1.4,-0.7,3.4,0.3,-9.6,-7.6,0.5,-0.1,-0.1,-12.6,-6.2
CCn1c(SCc2ccc(C(=O)Nc3cc(C)cc(C)c3)cc2)nnc1-c1ccncc1,-0.7,-1.8,-16.5,-3.2,5.4,0.7,-2.1,-0.9,-2.0,3.8,5.8
CCCCC[C@@H](C)N1C[C@H](COCc2ccccc2)Oc2cc(N3CCC[C@@H]3CO)ccc2S1(=O)=O,-0.6,-1.4,-14.6,0.4,2.2,8.7*,nt,nt,-0.8,1.7,21.4*
CN(NC(N)=O)c1ncc(C(F)(F)F)cc1Cl,0.4,-1.5,2.2,-1.0,-2.0,-2.1,-1.4,1.5,1.4,0.4,3.4
Cc1nnc(NC(=O)c2cccc(S(=O)(=O)N3CCc4ccccc43)c2)s1,0.0,-1.2,0.0,-1.0,0.0,-1.2,-0.3,1.2,1.8,1.6,9.5
CCCc1cc(N2CCCC(C(=O)NCC)C2)n2ncnc2n1 (centres undefined),-0.7,-1.3,3.8,-0.6,-1.0,-6.7,-0.7,1.6,-0.3,0.9,-4.7
Cn1cnc(C(=O)NC2CCN(C(=O)OC(C)(C)C)CC2)c1C(=O)NC1CCN(C(=O)OC(C)(C)C)CC1,-0.2,-0.6,0.3,0.8,1.6,-5.2,0.8,-0.9,1.8,3.8,1.3
Cc1cc(Nc2ccc(F)c(Cl)c2)n2nc(C)nc2n1,-0.9,-1.3,-7.0,-1.0,-0.6,-0.9,0.0,-1.1,-3.0,4.3,2.4
O=C(CSc1nnc(CNC(=O)c2ccccc2F)o1)Nc1ccc2c(c1)OCCO2,-1.7,-1.1,2.5,0.2,2.2,0.1,-0.3,-1.4,1.9,2.6,7.4
COc1cccc(CNC(=O)C2CCN(S(=O)(=O)N3CCCCC3)CC2)c1,-0.2,-1.8,2.4,-1.1,5.1,-2.2,-0.3,-0.9,-0.8,2.2,8.1
CCc1cccc(C)c1NC(=O)C1CCN(C(=O)c2ccc([N+](=O)[O-])cc2)CC1,-0.3,-1.5,-2.0,-0.6,2.5,-2.4,0.2,1.0,-1.2,-2.2,-1.5
CC1(C(=O)NS(=O)(=O)c2ccc(C#N)cc2)CCN1C(=O)c1cccc(F)c1 (centres undefined),1.1,-0.4,14.1,-1.4,5.0,-1.5,nt,2.8,0.5,-1.7,-11.9

# Of the compounds above, nine have a halogen:
SMILES,DAX1 inh-1,ssDAF12 agonist,HGIII-sPLA2 inh,hcDAF-12 act,PLC-gamma1 inh,ADAM17 inh,DAX1 inh-2,GAA850 FXN act,hgDAF-12 ag,PLC-beta3 inh,ADAM10 inh
CCc1sc(C(=O)NC(C)C2CCCO2)cc1Br (centres undefined),0.1,-0.9,0.3,0.7,0.2,-3.6,0.2,3.2,-1.1,-4.2,2.3
O=C(CSc1nc2ccccc2[nH]1)Nc1ccc(F)c(F)c1,-0.4,-0.9,-32.2,-1.0,7.0,10.1*,-0.5,0.3,-2.6,4.7,21.4*
O=[N+]([O-])c1ccc(Sc2nnnn2-c2ccccc2)c(Cl)c1,-2.2,-1.1,-2.2,-1.8,-0.6,-2.8,-1.4,1.5,0.6,-3.3,-3.1
COC(=O)C1CN(C(=O)C(C)Oc2ccc(F)cc2)c2ccccc2O1 (centres undefined),-0.5,-0.6,3.4,-1.0,4.5,-1.1,0.2,0.0,-0.1,-2.9,-5.1
O=C(O)c1ccc(OC(F)(F)C(F)C(F)(F)F)cc1 (centres undefined),-0.1,-1.3,5.5,-0.3,-2.8,-5.8,0.2,-1.4,-0.2,2.0,-5.7
CN(NC(N)=O)c1ncc(C(F)(F)F)cc1Cl,0.4,-1.5,2.2,-1.0,-2.0,-2.1,-1.4,1.5,1.4,0.4,3.4
Cc1cc(Nc2ccc(F)c(Cl)c2)n2nc(C)nc2n1,-0.9,-1.3,-7.0,-1.0,-0.6,-0.9,0.0,-1.1,-3.0,4.3,2.4
O=C(CSc1nnc(CNC(=O)c2ccccc2F)o1)Nc1ccc2c(c1)OCCO2,-1.7,-1.1,2.5,0.2,2.2,0.1,-0.3,-1.4,1.9,2.6,7.4
CC1(C(=O)NS(=O)(=O)c2ccc(C#N)cc2)CCN1C(=O)c1cccc(F)c1 (centres undefined),1.1,-0.4,14.1,-1.4,5.0,-1.5,nt,2.8,0.5,-1.7,-11.9
